MPTP inh = mitochondrial permeability transition pore inhibitors, primary screen, biochemical, isolated mouse mitochondria, absorbance; AID 602449, 2012; hit rate 1.4% among 360,000; Ca2+ swelling absorbance, 30 min; inhibition, % at 10 µM;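 active = inhibition of 50% or more, scaled per plate between neutral and stimulator controls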;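 note: 0% = DMSO wells given calcium and 100% = 1 mM EGTA wells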
beta cell repl = inducers of MIN6 beta-cell proliferation, primary screen, ATP luminescence, uHTS; MIN6 cells proliferation, ATPlite luminescence, 48 h; cells starved in 0.2% serum; 100% = growth in 10% serum; proliferation, % at 10 µM; hit rate 0.29% among 330,000;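 active = compounds whose signal lies at least 3.5 SD above the mean of all wells on their plate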;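 note: 0% = DMSO-treated cells in low-serum medium and 100% = 10% serum control; some compounds called inactive have numbers as strong as hits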
hIAP block = human IAP inhibitors, primary screen, biochemical, luminescence, uHTS; AID 2544, 2010; inhibition, % at 10 µM; Intestinal-type alkaline phosphatase (Homo sapiens), P09923; purified IAP, CDP-Star luminescence, 30 min; hit rate 0.12% among 330,000;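 active = inhibition reaching a set limit with compound at 10 µM in the primary screen, cut at about 35% in these data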;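 note: plate controls were DMSO wells with enzyme for no effect and no-enzyme buffer wells for full effect; values of inactives mirror those of a sister screen read the other way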
Target sequence (P09923 whole entry, looked up): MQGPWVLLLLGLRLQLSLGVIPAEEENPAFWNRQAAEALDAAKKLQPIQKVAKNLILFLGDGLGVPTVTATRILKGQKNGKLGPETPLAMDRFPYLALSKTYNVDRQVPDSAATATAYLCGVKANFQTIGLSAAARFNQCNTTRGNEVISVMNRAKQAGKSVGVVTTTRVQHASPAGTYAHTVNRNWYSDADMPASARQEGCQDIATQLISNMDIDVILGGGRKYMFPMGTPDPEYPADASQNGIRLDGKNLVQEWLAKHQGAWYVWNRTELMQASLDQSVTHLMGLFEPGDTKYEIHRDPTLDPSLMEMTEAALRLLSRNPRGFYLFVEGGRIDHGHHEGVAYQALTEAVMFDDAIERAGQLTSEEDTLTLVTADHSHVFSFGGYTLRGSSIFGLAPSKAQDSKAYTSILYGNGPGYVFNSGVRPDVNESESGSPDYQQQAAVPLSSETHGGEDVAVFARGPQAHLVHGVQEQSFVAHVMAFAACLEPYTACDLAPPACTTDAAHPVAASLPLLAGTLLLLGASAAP
GRIN3A LBD mod = binders of NR3A ligand-binding domain, primary screen, biophysical, differential scanning fluorimetry, uHTS. Glutamate receptor ionotropic, NMDA 3A (GRIN3A) ligand-binding domain. NR3A LBD differential scanning fluorimetry, Tm shift; 0% = protein alone, 100% = glycine-bound protein. Tm shift relative to glycine control, % at 25 µM. hit rate 2.5% among 340,000;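 active = melting temperature shift of at least 10% of the positive control shift, at one fixed dose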
mIAP block = inhibitors of mouse IAP, primary screen, biochemical, luminescence, uHTS; intestinal alkaline phosphatase [Mus musculus]; purified mouse IAP, CDP-Star luminescence, 30 min; inhibition, % at 10 µM; hit rate 0.2% among 330,000;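 active = inhibition of at least 40% at 10 µM in the primary screen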;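 note: plate controls were DMSO with enzyme for no effect and no enzyme wells for full effect; values of inactives mirror those of a sister screen read the other way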
APOBEC3A inh = APOBEC3A ssDNA deaminase inhibitors, primary screen, selectivity assay for APOBEC3G inhibitor project, biochemical, FAM/TAMRA oligo cleavage fluorescence | AID 493011, 2011 | recombinant A3A, FAM/TAMRA ssDNA deamination fluorescence | hit rate 0.41% among 330,000 | inhibition, % at 20 µM | DNA dC->dU-editing enzyme APOBEC-3A (Homo sapiens), P31941;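 active = at least 40% inhibition at 20 µM here, with at most 30% in a related deaminase screen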;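 note: plate controls were A3A with DMSO for no effect and wells lacking A3A enzyme for full effect; some results filed as inactive read as strong as hits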
Target sequence (P31941 whole entry, looked up): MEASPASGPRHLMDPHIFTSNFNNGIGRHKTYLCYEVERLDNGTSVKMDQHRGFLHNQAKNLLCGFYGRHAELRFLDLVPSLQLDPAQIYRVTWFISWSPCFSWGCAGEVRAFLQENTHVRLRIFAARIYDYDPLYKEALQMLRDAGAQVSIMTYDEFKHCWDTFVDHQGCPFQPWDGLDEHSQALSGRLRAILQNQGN
hIAP activ = human IAP activators, primary screen, biochemical, luminescence, uHTS; activation factor at 10 µM; hit rate 0.16% among 330,000; purified human IAP, CDP-Star luminescence, 30 min; active compounds read high; 1 = vehicle-only enzyme, 0 = enzyme-free background; Intestinal-type alkaline phosphatase (Homo sapiens), P09923;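 active = activation factor of the enzyme at least 2-fold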; note: the source names both 10 and 20 µM as test concentration; values of inactives mirror those of a sister screen read the other way
mIAP activ = activators of mouse IAP, primary screen, biochemical, luminescence, uHTS | muIAP, CDP-Star luminescence, 30 min; active compounds read high; 1 = vehicle-only enzyme signal, 0 = enzyme-free wells | activation factor at 10 µM | hit rate 0.24% among 330,000 | AID 2805, 2010;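 active = activation factor of at least 2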; note: the source names both 10 and 20 µM as test concentration; values of inactives mirror those of a sister screen read the other way
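also added = chemiluminescent substrate CDP-Star | test system = mouse IAP enzyme | signal = chemiluminescence readout | compound = DMSO-dissolved test compounds | incubation = 30 min at room temperature | benchmarks = DMSO wells, no-enzyme wells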
A3G deaminase = APOBEC3G DNA deaminase inhibitors, primary screen, biochemical, fluorescence, single-stranded DNA substrate, uHTS | recombinant A3G, ssDNA deamination FAM/TAMRA fluorescence | DNA dC->dU-editing enzyme APOBEC-3G (Homo sapiens), Q9HC16 | inhibition, % at 20 µM | hit rate 0.28% among 330,000 | AID 493012, 2011;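 active = inhibition of at least 40% at 20 µM, with no more than 30% in the related APOBEC3A deaminase screen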;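 note: plate controls were DMSO wells with A3G for no effect and wells lacking A3G enzyme for full effect; some compounds called inactive have numbers as strong as hits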
Target sequence (Q9HC16 whole entry, looked up): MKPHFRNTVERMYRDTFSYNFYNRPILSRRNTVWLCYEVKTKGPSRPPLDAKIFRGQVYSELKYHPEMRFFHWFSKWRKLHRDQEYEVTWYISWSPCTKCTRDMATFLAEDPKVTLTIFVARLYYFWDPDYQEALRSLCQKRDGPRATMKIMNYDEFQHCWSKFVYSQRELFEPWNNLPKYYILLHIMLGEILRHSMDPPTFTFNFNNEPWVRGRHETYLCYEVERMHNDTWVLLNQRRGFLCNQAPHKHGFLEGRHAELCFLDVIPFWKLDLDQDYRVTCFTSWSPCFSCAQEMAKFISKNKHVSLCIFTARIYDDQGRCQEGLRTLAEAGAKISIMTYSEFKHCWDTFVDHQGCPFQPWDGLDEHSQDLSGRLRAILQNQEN
The depositor's hits bear a star.

Results for CC(NS(=O)(=O)c1ccc(CCC(=O)NCc2cccnc2)cc1)c1ccccc1 (stereo not given) ?
MPTP inh: 2.1; beta cell repl: -1; hIAP block: 14; GRIN3A LBD mod: -3; mIAP block: 10; APOBEC3A inh: 1; hIAP activ: 0.86; mIAP activ: 0.9; A3G deaminase: -2

Results for O=C(NCc1cccs1)C1CCCN(c2ncccn2)C1 (stereo not given) ?
MPTP inh: 0.7; beta cell repl: 2; hIAP block: 8; GRIN3A LBD mod: -1; mIAP block: 8; APOBEC3A inh: -2; hIAP activ: 0.92; mIAP activ: 0.92; A3G deaminase: -5

How did CCc1ccc(Nc2nnc(SCc3cc(=O)n4ccsc4n3)s2)cc1 do in these assays?
MPTP inh: 0.6; beta cell repl: -1; hIAP block: 3; GRIN3A LBD mod: 3; mIAP block: 6; APOBEC3A inh: 1; hIAP activ: 0.97; mIAP activ: 0.94; A3G deaminase: -7

How did Cc1cc(-c2ccc(C)c(S(=O)(=O)NCCCN3CCN(c4ccccc4)CC3)c2)on1 do in these assays?
MPTP inh: 3.2; beta cell repl: -5; hIAP block: 13; GRIN3A LBD mod: -1; mIAP block: 6; APOBEC3A inh: -6; hIAP activ: 0.87; mIAP activ: 0.94; A3G deaminase: -4

Results for Cc1ccc(/C=C/C(=O)CCC(=O)O)cc1 ?
MPTP inh: 1.3; beta cell repl: 0; hIAP block: -3; GRIN3A LBD mod: 0; mIAP block: -7; APOBEC3A inh: -2; hIAP activ: 1; mIAP activ: 1.1; A3G deaminase: -4

What do the screens show for `Cc1ccc(Oc2cc(C#N)c(C#N)cc2-n2nnc3ccccc32)cc1C`?
MPTP inh: 1.6; beta cell repl: -3; hIAP block: -13; GRIN3A LBD mod: 1; mIAP block: -10; APOBEC3A inh: -3; hIAP activ: 1.1; mIAP activ: 1.1; A3G deaminase: -8

What do the screens show for `C[C@H](NC(=O)c1ccc(Cl)cc1)C(=O)NNC(=O)c1cccs1`?
MPTP inh: -2.1; beta cell repl: 1; hIAP block: -6; GRIN3A LBD mod: 0; mIAP block: 7; APOBEC3A inh: -3; hIAP activ: 1.1; mIAP activ: 0.93; A3G deaminase: -5

How did O=C(c1ccc(Cl)c(S(=O)(=O)N2CCc3ccccc32)c1)N1CCN(c2ccccc2O)CC1 do in these assays?
MPTP inh: 0.6; beta cell repl: -7; hIAP block: -2; GRIN3A LBD mod: -2; mIAP block: 22; APOBEC3A inh: 1; hIAP activ: 1; mIAP activ: 0.78; A3G deaminase: -4

Results for COc1ccc(N2CCCn3c2nc2c3c(=O)n(CCCc3ccccc3)c(=O)n2C)cc1 ?
beta cell repl: -1; hIAP block: -4; mIAP block: 6; APOBEC3A inh: -6; hIAP activ: 1; mIAP activ: 0.94; A3G deaminase: -6

Results for O=C(O)c1ccc(-c2nc3ccccc3s2)o1 ?
MPTP inh: -0.1; beta cell repl: -2; hIAP block: 9; GRIN3A LBD mod: 0; mIAP block: -8; APOBEC3A inh: 5; hIAP activ: 0.91; mIAP activ: 1.1; A3G deaminase: 1

How did O=C(COc1ccccc1)Nc1ccc(NC(=O)c2ccco2)cc1 do in these assays?
MPTP inh: 2.0; beta cell repl: -2; hIAP block: -5; GRIN3A LBD mod: 9; mIAP block: 4; APOBEC3A inh: 0; hIAP activ: 1.1; mIAP activ: 0.96; A3G deaminase: -12

Results for CCSC1=C(C#N)C(c2ccccc2Cl)C(C(=O)c2cccs2)C(O)(C(F)(F)F)N1 (stereo not given) ?
MPTP inh: -1.8; beta cell repl: -4; hIAP block: 1; GRIN3A LBD mod: -5; mIAP block: -2; APOBEC3A inh: 4; hIAP activ: 0.99; mIAP activ: 1; A3G deaminase: 3

Results for CNC(=O)/C(C#N)=C/c1c(N(Cc2ccccc2)Cc2ccccc2)nc2ccccn2c1=O ?
MPTP inh: -2.4; beta cell repl: 0; hIAP block: 15; GRIN3A LBD mod: -2; mIAP block: 26; APOBEC3A inh: 1; hIAP activ: 0.85; mIAP activ: 0.74; A3G deaminase: 2

What do the screens show for `C#CCN1C(=O)C2C(C(=O)NC)C3C=CC2(O3)C1C(=O)NCc1ccc(OC)cc1` (stereo not given)?
MPTP inh: 1.8; beta cell repl: 1; hIAP block: 19; GRIN3A LBD mod: 4; mIAP block: -5; APOBEC3A inh: -3; hIAP activ: 0.81; mIAP activ: 1.1; A3G deaminase: -1

What do the screens show for `CC(C(=O)Nc1ccc(C(=O)O)cc1)N1C(=O)c2ccccc2C1=O` (stereo not given)?
MPTP inh: 2.5; beta cell repl: -3; hIAP block: -11; GRIN3A LBD mod: -1; mIAP block: -7; APOBEC3A inh: 5; hIAP activ: 1.1; mIAP activ: 1.1; A3G deaminase: 0

What do the screens show for `COc1cc(C2C(C#N)=C(N)N(c3ccc(F)cc3)C3=C2S(=O)(=O)CC3)ccc1O` (stereo not given)?
MPTP inh: 2.3; beta cell repl: -5; hIAP block: 16; GRIN3A LBD mod: -5; mIAP block: 9; APOBEC3A inh: -2; hIAP activ: 0.84; mIAP activ: 0.91; A3G deaminase: -6

What do the screens show for `CN(C)c1ccc(-n2cccc2)cc1`?
MPTP inh: -0.8; beta cell repl: 1; hIAP block: 3; GRIN3A LBD mod: 1; mIAP block: 9; APOBEC3A inh: -2; hIAP activ: 0.97; mIAP activ: 0.91; A3G deaminase: 0

How did CCOC(=O)N1CCC(N2C(=O)c3ccc(C(=O)Nc4cccc(OC)c4)cc3C2=O)CC1 do in these assays?
MPTP inh: -0.7; beta cell repl: -2; hIAP block: -21; GRIN3A LBD mod: 11*; mIAP block: 0; APOBEC3A inh: 1; hIAP activ: 1.2; mIAP activ: 1; A3G deaminase: -1

Results for CC(=O)Nc1ccc(NCC(O)COc2ccccc2)cc1 (stereo not given) ?
MPTP inh: -0.3; beta cell repl: 2; hIAP block: -22; GRIN3A LBD mod: 1; mIAP block: -12; APOBEC3A inh: -1; hIAP activ: 1.2; mIAP activ: 1.1; A3G deaminase: -4

Results for COc1cccc(C(=O)Nc2c3c(nn2-c2cccc(C)c2C)CS(=O)(=O)C3)c1OC ?
MPTP inh: -3.6; beta cell repl: 7; hIAP block: 0; GRIN3A LBD mod: -1; mIAP block: -12; APOBEC3A inh: 2; hIAP activ: 0.99; mIAP activ: 1.1; A3G deaminase: 1

How did O=C(c1ccc(Cl)c([N+](=O)[O-])c1)N1CCN(c2ccccn2)CC1 do in these assays?
MPTP inh: -0.1; beta cell repl: 0; hIAP block: 12; GRIN3A LBD mod: -3; mIAP block: -14; APOBEC3A inh: 4; hIAP activ: 0.88; mIAP activ: 1.1; A3G deaminase: 1

Results for Cc1onc(-c2c(F)cccc2Cl)c1C(=O)N[C@@H]1C(=O)N2C(C(=O)O)C(C)(C)S[C@H]12 (stereo not given in full) ?
MPTP inh: 0.2; beta cell repl: 3; hIAP block: 4; GRIN3A LBD mod: 0; mIAP block: 10; APOBEC3A inh: -3; hIAP activ: 0.96; mIAP activ: 0.9; A3G deaminase: -4

What do the screens show for `COC(=O)CN1C(=O)C(O)(CC(=O)c2ccc(C)o2)c2ccccc21` (stereo not given)?
MPTP inh: 0.2; beta cell repl: -3; hIAP block: 3; GRIN3A LBD mod: 1; mIAP block: 6; APOBEC3A inh: -4; hIAP activ: 0.97; mIAP activ: 0.94; A3G deaminase: -11

What do the screens show for `COc1ccc(OC)c(CN2CCCC(C(=O)N3CCCCC3)C2)c1` (stereo not given)?
MPTP inh: 0.1; beta cell repl: 2; hIAP block: 5; GRIN3A LBD mod: 1; mIAP block: 0; APOBEC3A inh: 0; hIAP activ: 0.95; mIAP activ: 1; A3G deaminase: -3

Pulled by structure from the entries so far (2):
Results for CNC(=O)/C(C#N)=C/c1c(N(Cc2ccccc2)Cc2ccccc2)nc2ccccn2c1=O ?
MPTP inh: -2.4; beta cell repl: 0; hIAP block: 15; GRIN3A LBD mod: -2; mIAP block: 26; APOBEC3A inh: 1; hIAP activ: 0.85; mIAP activ: 0.74; A3G deaminase: 2

What do the screens show for `C#CCN1C(=O)C2C(C(=O)NC)C3C=CC2(O3)C1C(=O)NCc1ccc(OC)cc1` (stereo not given)?
MPTP inh: 1.8; beta cell repl: 1; hIAP block: 19; GRIN3A LBD mod: 4; mIAP block: -5; APOBEC3A inh: -3; hIAP activ: 0.81; mIAP activ: 1.1; A3G deaminase: -1

The listing continues:
How did COc1cc(C2Nc3ccccc3C(=O)N2NS(C)(=O)=O)c([N+](=O)[O-])cc1OC (stereo not given) do in these assays?
MPTP inh: -0.8; beta cell repl: -2; hIAP block: 6; GRIN3A LBD mod: 2; mIAP block: -4; APOBEC3A inh: -6; hIAP activ: 0.94; mIAP activ: 1; A3G deaminase: -9

What do the screens show for `Cc1ccc(Sc2ncnc(N)c2[N+](=O)[O-])cc1`?
MPTP inh: -1.7; beta cell repl: -4; hIAP block: 12; GRIN3A LBD mod: 2; mIAP block: -14; APOBEC3A inh: -1; hIAP activ: 0.88; mIAP activ: 1.1; A3G deaminase: -7

Results for O=c1c(Cl)c(NC2CC2)cnn1-c1ccccc1 ?
MPTP inh: 0.9; beta cell repl: 2; hIAP block: 4; GRIN3A LBD mod: -1; mIAP block: 5; APOBEC3A inh: 1; hIAP activ: 0.96; mIAP activ: 0.95; A3G deaminase: -6

Results for O=[N+]([O-])c1cccc(S(=O)(=O)NCCc2cn3ccccc3n2)c1 ?
MPTP inh: -1.3; beta cell repl: -1; hIAP block: -12; GRIN3A LBD mod: 0; mIAP block: 6; APOBEC3A inh: -3; hIAP activ: 1.1; mIAP activ: 0.94; A3G deaminase: -5

How did O=c1[nH]c(SCc2cccc([N+](=O)[O-])c2)nc2[nH]ncc12 do in these assays?
MPTP inh: 0.2; beta cell repl: 2; hIAP block: -10; GRIN3A LBD mod: 1; mIAP block: 12; APOBEC3A inh: -6; hIAP activ: 1.1; mIAP activ: 0.88; A3G deaminase: -9

How did O=c1ncn(-c2ccccc2C(F)(F)F)c2ncccc12 do in these assays?
MPTP inh: -0.1; beta cell repl: -1; hIAP block: 16; GRIN3A LBD mod: 1; mIAP block: 1; APOBEC3A inh: -4; hIAP activ: 0.84; mIAP activ: 0.99; A3G deaminase: -5

What do the screens show for `CC(=O)Nc1ccc(NC(=O)COC(=O)c2ccc(Cl)nc2)cc1`?
MPTP inh: -1.3; beta cell repl: -2; hIAP block: 0; GRIN3A LBD mod: -1; mIAP block: 1; APOBEC3A inh: 9; hIAP activ: 1; mIAP activ: 0.99; A3G deaminase: 12

Results for O=C(O)c1ccc(-c2nnn(Cc3ccccc3F)n2)cc1 ?
MPTP inh: 0.8; beta cell repl: 3; hIAP block: -3; GRIN3A LBD mod: -1; mIAP block: -3; APOBEC3A inh: 3; hIAP activ: 1; mIAP activ: 1; A3G deaminase: -1

Results for Cc1ccc(N(C(C)C(=O)Nc2ccc(S(=O)(=O)N3CCOCC3)cc2)S(C)(=O)=O)cc1C (stereo not given) ?
MPTP inh: -2.1; beta cell repl: -1; hIAP block: 14; GRIN3A LBD mod: 0; mIAP block: -19; APOBEC3A inh: 0; hIAP activ: 0.86; mIAP activ: 1.2; A3G deaminase: -5
